# Bioassay records (PubChem)
# Rtt109 HAT inh – inhibitors of C. albicans Rtt109/Vps75 HAT, primary screen, biochemical, ThioGlo CoA-SH fluorescence, plate reader; hit rate 0.16% among 330,000; purified Rtt109/Vps75, 4 h; inhibition, % at 34.9 µM; Histone acetyltransferase RTT109 (Candida albicans (strain SC5314 / ATCC MYA-2876)), …;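 active = inhibition of at least 50% in every replicate; inconclusive = best replicate reaches 50% inhibition but some replicates fall short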
# Target sequence (Q5AAJ8 whole entry, looked up): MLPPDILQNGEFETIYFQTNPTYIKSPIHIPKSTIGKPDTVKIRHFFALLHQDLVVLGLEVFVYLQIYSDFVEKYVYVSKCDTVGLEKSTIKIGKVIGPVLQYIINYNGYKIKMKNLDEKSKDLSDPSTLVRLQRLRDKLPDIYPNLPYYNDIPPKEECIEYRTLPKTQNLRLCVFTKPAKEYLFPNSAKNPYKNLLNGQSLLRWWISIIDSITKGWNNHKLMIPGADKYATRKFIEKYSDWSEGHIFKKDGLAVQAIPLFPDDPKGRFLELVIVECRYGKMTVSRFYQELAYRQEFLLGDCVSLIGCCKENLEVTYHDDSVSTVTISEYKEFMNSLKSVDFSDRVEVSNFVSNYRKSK
# Wnt act – Wnt/beta-catenin pathway activators, primary screen, cell-based, plate reader, single point; Wnt/beta-catenin reporter cell assay, activator; activation, % at 9.35 µM; hit rate 1.2% among 300,000; AID 743398, 2014; in the data active = activation above about 30%, passing the limit was not always enough; inconclusive = no clear call, values can overlap the other calls;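 note: 0% = neutral control wells and 100% = positive control wells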
# CAL PDZ FP-1 – CAL PDZ peptide-binding inhibitors, primary screen, biochemical, fluorescence polarization, Cer-tagged CAL PDZ, HTS | Golgi-associated PDZ and coiled-coil motif-containing protein (Homo sapiens), Q9HD26 | purified CAL PDZ, TMR-peptide fluorescence polarization, 1 h | inhibition, % at 20 µM | hit rate 0.02% among 330,000 | AID 504414, 2011;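 active = highest replicate inhibition of at least 40%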;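 note: plate controls were DMSO neutral control wells for no effect and unlabeled competitor peptide control wells for full effect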
#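 Test system: purified CerCALP PDZ construct; Compound dosing: one concentration, 20 µM compound; Also added: TMR-labelled reporter peptide T*-PRC34 bound in PDZ groove; Read-out: inhibition from polarization loss; Controls: unlabelled peptide and DMSO controls; Signal: FP readout, S and P plane fluorescence; Incubation: 1 h at RT.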
# Tat transport – E. coli Tat export inhibitors, primary screen, MC4100, TorA-mCherry reporter, fluorescence, single point | hit rate 0.036% among 340,000 | AID 488895, 2010 | inhibition, % at 10 µM;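 active = mean replicate inhibition at least 50% and at least half of replicates individually reaching 50%; inconclusive = only one of the two criteria met; inactive = neither criterion met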;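 note: exported cargo escapes ClpAP degradation while cytoplasmic cargo is degraded and loses fluorescence; 0% = median of neutral control wells and 100% = median of NaSCN control wells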
# MITF act – activators of MITF-driven TRPM1 promoter reporter, primary screen, cell-based, SK-MEL-5, luciferase, single point; SK-MEL-5 TRPM1-promoter luciferase, 24 h; % of positive control, neutral wells = 0; activation, % at 12.5 µM; hit rate 0.75% among 300,000; AID 588334, 2011;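 active = mean activation of at least 80% with every replicate also reaching 80%; inconclusive = mean reaches 80% but some replicate falls short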;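 note: 0% = neutral control wells and 100% = parthenolide positive control wells; values of inactives mirror those of a sister screen read the other way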
# RTF Ca sens act – cardiac RTF calcium sensitivity activators, primary screen, biochemical, IANBD-TnC fluorescence, EC20 calcium; AID 493008, 2010; hit rate 0.24% among 340,000; activation, % at 7.2 µM; Troponin I, cardiac muscle (Homo sapiens) + Troponin T, cardiac muscle (Homo sapiens) + …; IANBD-labeled TnC RTF fluorescence at EC20 calcium; 0% EC20 calcium, 100% full calcium;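 active = activation above the mean over all tested compounds plus 3 SD, cut at about 30% in these data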;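 note: rise in fluorescence read as greater calcium sensitivity of cardiac thin filaments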
# CDK5 inh – inhibitors of human CDK5/p35 kinase, primary screen, biochemical, single concentration. Cyclin-dependent kinase 5 (Homo sapiens) + Cyclin-dependent kinase 5 activator 1 (Homo …. Recombinant CDK5/p35, ADP-Glo luminescence, 60 min. inhibition, % at 10 µM. hit rate 0.01% among 330,000. AID 488839, 2010;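 active = highest replicate inhibition of at least 50% and at least 75% of replicates reaching 50%; inconclusive = only one of the two criteria met; inactive = both criteria failed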;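 note: plate controls were DMSO neutral control for no effect and GW8510 at 10 µM for full effect; many of its hits are not listed in these tables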
# Target sequence (Q00535 whole entry, looked up): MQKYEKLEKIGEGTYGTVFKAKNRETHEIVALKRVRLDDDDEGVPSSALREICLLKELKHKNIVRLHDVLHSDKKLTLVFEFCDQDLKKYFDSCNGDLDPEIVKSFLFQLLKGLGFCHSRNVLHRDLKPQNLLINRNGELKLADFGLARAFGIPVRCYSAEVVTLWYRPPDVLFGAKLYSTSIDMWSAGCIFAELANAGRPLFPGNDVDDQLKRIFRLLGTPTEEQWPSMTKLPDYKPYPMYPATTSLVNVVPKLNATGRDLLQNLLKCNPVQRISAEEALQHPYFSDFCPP
# Target sequence (Q15078 whole entry, looked up): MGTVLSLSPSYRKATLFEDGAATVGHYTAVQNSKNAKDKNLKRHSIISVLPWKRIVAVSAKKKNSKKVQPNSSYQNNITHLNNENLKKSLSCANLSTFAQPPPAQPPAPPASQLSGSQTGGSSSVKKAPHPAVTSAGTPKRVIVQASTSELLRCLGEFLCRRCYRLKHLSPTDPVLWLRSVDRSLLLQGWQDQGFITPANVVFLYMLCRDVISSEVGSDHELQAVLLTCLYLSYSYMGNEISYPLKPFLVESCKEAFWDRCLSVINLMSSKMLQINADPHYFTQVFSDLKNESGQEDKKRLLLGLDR
# CAL PDZ FP-2 – untagged CAL PDZ binding inhibitors, primary screen, biochemical, fluorescence polarization, HTS; purified CAL PDZ, TMR-peptide fluorescence polarization, 1 h; AID 602252, 2012; hit rate 0.92% among 300,000; inhibition, % at 24.9 µM;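 active = mean inhibition of at least 30% with at least half of replicates also reaching 30%; inconclusive = no clear call, values can overlap the other calls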;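 note: 0% = DMSO neutral control and 100% = excess unlabeled competitor peptide PRC23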
# dFosB activator – activators of delta FosB homodimer, primary screen, biochemical, fluorescence polarization, TAMRA-CDK5 oligo, single point; Protein FosB (Mus musculus), P13346; purified delta FosB; percent of positive-control signal above neutral wells; activation, % at 25 µM; hit rate 0.99% among 340,000;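 active = mean activation above about 17%, with every replicate also reaching it, limit read from the data, passing the limit was not always enough; inconclusive = only one of the two conditions met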;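 note: fluorescence polarization rise as delta FosB binds a TAMRA Cdk5 AP-1 oligo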
# V-ATPase pHluor – regulators of yeast V-ATPase proton pumping, primary screen, pHLuorin cytosolic pH fluorescence; AID 504577, 2011; S. cerevisiae; response, % at 10 µM; hit rate 0.37% among 350,000; in the data active = response mostly above about 7.3%, no sharp cut-off; inactive = mostly below about 5.4%; note: actives read high; inactives centre near 0; some compounds called inactive have numbers as strong as hits
# Numbers without * were called inactive; ? = inconclusive; . = no result given.
1	CCOC(=O)/C=c1\s/c(=C\c2c(OCC)ccc3ccccc23)c(=O)n1CC(=O)NCC1CCCO1 (stereo not given)
2	COc1ccc(S(=O)(=O)NCC2CCCN(Cc3ccc(OC)cc3F)C2)cc1 (stereo not given)
3	CC(=O)NC1=NN(C(C)=O)C2(CCCC2)S1
4	N#CCSc1nnc(-c2ccccc2O)n1Cc1ccccc1
5	C#Cc1ccc([C@@H]2C=C(C(=O)O)O[C@H](OCC)[C@H]2CCCO)cc1
6	CCCn1c2ccccc2c2cc(C(=O)O)ccc21
compound no.	1	2	3	4	5	6
Rtt109 HAT inh	-2	2	-1	2	-10	-7
Wnt act	.	2	0	.	0	-1
CAL PDZ FP-1	.	-0.2	-0.7	-0.7	-0.3	-0.1
Tat transport	2	1	5	-2	-1	-10
MITF act	-6	20	4	-5	5	-8
RTF Ca sens act	3	-2	-3	2	2	4
CDK5 inh	1.7	-0.2	0.7	0.1	-1.1	-0.7
CAL PDZ FP-2	-6	2	-5	-3	11	.
dFosB activator	0	-3	1	2	-5	4
V-ATPase pHluor	4	3	3	-2	1	-3

7	CC(C)[C@H](NC(=O)c1cccc(S(=O)(=O)N2CCOCC2)c1)C(=O)Nc1nc2ccccc2s1
8	O=C(C1CCOCC1)N1CCC(CO)(CCc2ccccc2)CC1
9	CC(=O)NC(C)(CC(=O)c1ccccc1)c1ccccc1 (stereo not given)
10	CSc1ccc(-c2nc(CSCC(=O)NCCCN3CCCC3=O)c(C)o2)cc1
11	O=C(O)CCCC1(C(=O)O)CCCC1
12	COc1ccc(CNS(=O)(=O)c2ccc(-c3ccc(=O)[nH]n3)s2)cc1OC
compound no.	7	8	9	10	11	12
Rtt109 HAT inh	5	3	10	-1	9	-20
Wnt act	.	-6	0	-1	1	-1
CAL PDZ FP-1	-2.7	-0.6	0.1	-1.8	-0.1	-1.1
Tat transport	1	4	-5	-3	8	-4
MITF act	12	7	.	-10	-14	15
RTF Ca sens act	0	-8	-4	0	5	1
CDK5 inh	0.2	-1.7	0.7	-2.8	1.0	0.6
CAL PDZ FP-2	-2	-2	-6	-4	-3	14
dFosB activator	-1	-1	-2	-9	-4	3
V-ATPase pHluor	-3	-3	-1	2	2	2

13	CC(=O)c1c(C)n(CC(=O)NCc2ccc3c(c2)OCO3)c2ccccc12
14	O=C(N/N=C/c1cc(Br)cc([N+](=O)[O-])c1O)c1ccc(NC(=O)c2ccc(F)cc2)cc1
15	CCn1c(CNC(=O)c2cc(OC)c(OC)c(OC)c2)cc2ccccc21
16	C=CCOc1cccc(C2C(C(=O)c3ccco3)=C(O)C(=O)N2CCN(CC)CC)c1 (stereo not given)
17	CCN(CCCNC(=O)c1nn(C)c2c1CS(=O)(=O)c1ccccc1-2)Cc1ccccc1
18	CCOc1cc(C(=O)OCc2cccc(OC)c2OC)ccc1OCC(=O)N1CCOCC1
compound no.	13	14	15	16	17	18
Rtt109 HAT inh	.	-1	-7	1	4	-4
Wnt act	.	0	-1	1	-1	-2
CAL PDZ FP-1	-1.9	-2.7	-0.7	-0.9	-2.0	-0.6
Tat transport	6	0	6	0	-2	-6
MITF act	-7	-6	-20	-7	7	10
RTF Ca sens act	0	2	5	1	-9	-1
CDK5 inh	2.2	1.6	1.7	0.8	0.3	0.0
CAL PDZ FP-2	-1	-3	-1	2	-4	3
dFosB activator	-4	-21	-9	6	-11	-8
V-ATPase pHluor	-2	2	6	-1	1	-2

19	Cc1ccc(NC(=S)N(Cc2cccs2)Cc2cc3cc(C)ccc3[nH]c2=O)cc1
20	COc1ccc(NC(=O)c2cc(-c3ccccn3)nc3c(C)cc(C)cc23)c(C)c1
21	O=C(CNC(=O)c1cccs1)NCC(=O)OCc1c(F)cccc1Cl
22	S=C1NC[C@H](CC2CCCCC2)N1CCc1cccc2ccccc12
23	c1ccc2c(c1)nc1n2C2(N3CCOCC3)CCCC2C1N1CCOCC1 (stereo not given)
24	CCC1C(=O)NCCN1C(=O)c1ccc2nc(Cc3cccc(Cl)c3)oc2c1 (stereo not given)
compound no.	19	20	21	22	23	24
Rtt109 HAT inh	3	0	-1	7	-5	-7
Wnt act	-1	-3	0	-3	-2	0
CAL PDZ FP-1	-0.6	-1.8	-0.4	0.1	0.0	-2.5
Tat transport	-2	2	0	3	1	6
MITF act	-2	-16	-15	-2	-1	6
RTF Ca sens act	-3	0	.	-1	1	3
CDK5 inh	-1.2	-5.1	-0.9	1.2	-0.3	0.0
CAL PDZ FP-2	-2	-3	2	-4	-1	-5
dFosB activator	5	0	8	-4	-4	-1
V-ATPase pHluor	-1	3	-3	6	0	-3

25	COC(=O)c1ccc(NC(=O)CCCN2C(=O)NC(C)(C)C2=O)cc1
26	COc1ccc(CN2CC(C(=O)NCCN3CCOCC3)CC2=O)cc1 (stereo not given)
27	CC(=O)N1CCN(S(=O)(=O)c2cccc(C(=O)Nc3ccc(OC(F)F)cc3)c2)CC1
28	CC[n+]1c(/C=C(\C)Nc2ccccc2)sc2ccccc21
29	CC(=O)c1ccc(NC2OC(CO)C(O)C(O)C2O)cc1 (stereo not given)
30	CC(C)NC(=O)c1cc(-n2cnnc2)ccc1Cl
compound no.	25	26	27	28	29	30
Rtt109 HAT inh	32	9	-6	6	.	-11
Wnt act	1	.	-4	-3	-2	.
CAL PDZ FP-1	-2.7	0.1	-2.7	-2.5	0.8	-2.6
Tat transport	-3	-1	-2	-2	-6	-7
MITF act	-3	12	-9	-6	.	-3
RTF Ca sens act	1	-4	-4	6	-1	2
CDK5 inh	0.0	-0.9	2.9	1.0	-2.1	0.1
CAL PDZ FP-2	7	0	3	-3	-16	.
dFosB activator	-8	2	-4	-10	-3	2
V-ATPase pHluor	-3	-2	1	3	1	0

31	O=C1C2C3C=CC(C3)C2C(=O)N1c1ncc([N+](=O)[O-])s1 (stereo not given)
32	O=C(N/N=C1/CCc2ccccc21)C1CC1
33	CCn1c(C)cc(/C=C2/NC(=O)N(c3ccccc3)C2=O)c1C
34	CN(C)S(=O)(=O)c1ccc(S(=O)(=O)N2CCCC(C(=O)NC3CC3)C2)cc1 (stereo not given)
35	O=c1cc(-c2ccccc2Cl)oc2c(NS(=O)(=O)c3cccc4nsnc34)ccc(O)c12
36	CC(=O)Nc1ccc(/C(C)=N/Nc2nc(Nc3cccc4ccccc34)nc(N3CCOCC3)n2)cc1
compound no.	31	32	33	34	35	36
Rtt109 HAT inh	1	-42	.	-11	0	4
Wnt act	-2	3	-4	-2	-1	.
CAL PDZ FP-1	0.1	-1.0	-2.3	-2.2	-0.4	0.2
Tat transport	-5	0	4	-6	1	4
MITF act	-3	-1	66	-8	-7	18
RTF Ca sens act	-3	-2	3	-1	1	6
CDK5 inh	5.4	0.8	0.6	0.9	0.8	-0.4
CAL PDZ FP-2	-1	2	-1	1	7	2
dFosB activator	1	2	-7	?	9	-7
V-ATPase pHluor	-2	-3	-2	1	-3	1

37	C/C=C/C(=O)Nc1cccc(C2=NOC3(C2)C[C@H](C(N)=O)N(C(=O)/C=C/C)C3)c1 (stereo not given in full)
38	Cn1cnc([N+](=O)[O-])c1S(=O)(=O)Nc1ccccc1
39	CCOc1cc2[nH]c(=O)n(CCC(=O)NCc3ccc(OC)cc3)c(=O)c2cc1OCC
40	C/C(CC1CC2=C(CC1(C)C)C(C)(C)CCC2)=N\NC(N)=S (stereo not given)
41	CCCCC(=O)Nc1cccc(NC(=S)NC(=O)C(C)C)c1
42	Cc1ccc(NC(=O)c2ncn(CC(=O)N3CCN(c4ccccn4)CC3)n2)cc1C
compound no.	37	38	39	40	41	42
Rtt109 HAT inh	2	-4	5	33	-1	-5
Wnt act	0	-6	-2	5	-2	0
CAL PDZ FP-1	-0.9	0.1	-2.5	-1.4	-0.5	1.6
Tat transport	6	-17	-4	-2	4	-16
MITF act	-1	-6	.	8	-7	3
RTF Ca sens act	-3	5	-1	-23	7	-7
CDK5 inh	-1.4	-1.0	-0.6	0.3	1.8	0.0
CAL PDZ FP-2	-1	.	-2	0	-7	-1
dFosB activator	-4	2	2	-7	-4	1
V-ATPase pHluor	-1	-1	-3	5	-1	3

43	CSc1nc(NC(C)=O)nc(C)c1Cl
44	NS(=O)(=O)c1ccc(CNC(=O)CCS(=O)(=O)Cc2ccccc2)cc1
45	CC(C)NC(=O)COc1ccc(S(=O)(=O)N(C)Cc2ccccc2)cc1
46	O=C(COC(=O)c1ccc[n+]([O-])c1)Nc1ccc(Cl)cc1[N+](=O)[O-]
47	O=C(c1ccccc1)N1CCN(c2ccc(Cl)cc2)CC1
48	COc1ccc(-c2c(C#Cc3ccsc3)c3cc(-c4ccc5c(c4)OCCO5)ccc3n2C)cc1
49	CCNC(=O)CCS(=O)(=O)c1ccc2ccccc2c1
50	CCC(C)Oc1ccc(C(=O)Nc2ccc(CN3CCOCC3)cc2)cc1 (stereo not given)
51	COc1ccc(S(=O)(=O)N2CCOCC2)cc1NC(=O)COc1ccccc1OC
compound no.	43	44	45	46	47	48	49	50	51
Rtt109 HAT inh	1	5	-15	-5	-4	-4	4	-7	-2
Wnt act	.	2	44*	-3	-1	-3	.	-3	-2
CAL PDZ FP-1	-0.6	-0.3	0.3	0.0	-1.4	-0.7	-0.5	-0.4	-2.3
Tat transport	-1	7	-5	2	1	2	-8	0	14
MITF act	3	-7	-4	-19	-2	-2	.	.	5
RTF Ca sens act	-2	2	-1	-4	5	5	-2	-10	3
CDK5 inh	-0.5	0.8	0.7	-1.0	1.4	-1.0	-0.2	-1.1	-0.7
CAL PDZ FP-2	-3	0	5	.	-4	-9	1	-2	-4
dFosB activator	-9	-4	0	-9	-13	-3	0	-7	-5
V-ATPase pHluor	-7	6	7	-3	-4	-1	-2	1	-2
